# Screening results (PubChem BioAssay)
# IDE inh – inhibits human insulin-degrading enzyme in HEK cells; P14735; FAbetaB cleavage, fluorescence polarization; inhibition, % at 5.59 µM; 320,000 tested, 0.41% active; AID 434962;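 active = percent inhibition above the average of all tested compounds plus 3 SD, set per screening campaign, cut at about 16% in these data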;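 also: IDE supplied by intact live HEK cells; FP after avidin binding of uncleaved biotin substrate so inhibition keeps polarization high; 0% = DMSO wells and 100% = 60 µM reference IDE inhibitor Ii1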
# MEKK3 PB1 HTS – raises or lowers MEK5 binding to the human MEKK3 PB1 domain | Q99759 | bead-based flow cytometry, Alexa488-MEK5 binding to MEKK3; actives lie on both sides; 0 = blocked by unlabeled MEK5, 100 = vehicle | binding response (% of control), % at 10 µM | 290,000 tested, 1.4% active | AID 1529;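 active = binding response more than 3 SD above or below the average of its plate-row segment, actives on both sides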;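 also: Alexa488 bead fluorescence after subtracting the streptavidin-only scavenger bead signal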
# Target sequence (Q99759 whole entry, looked up, the tested form may be a part): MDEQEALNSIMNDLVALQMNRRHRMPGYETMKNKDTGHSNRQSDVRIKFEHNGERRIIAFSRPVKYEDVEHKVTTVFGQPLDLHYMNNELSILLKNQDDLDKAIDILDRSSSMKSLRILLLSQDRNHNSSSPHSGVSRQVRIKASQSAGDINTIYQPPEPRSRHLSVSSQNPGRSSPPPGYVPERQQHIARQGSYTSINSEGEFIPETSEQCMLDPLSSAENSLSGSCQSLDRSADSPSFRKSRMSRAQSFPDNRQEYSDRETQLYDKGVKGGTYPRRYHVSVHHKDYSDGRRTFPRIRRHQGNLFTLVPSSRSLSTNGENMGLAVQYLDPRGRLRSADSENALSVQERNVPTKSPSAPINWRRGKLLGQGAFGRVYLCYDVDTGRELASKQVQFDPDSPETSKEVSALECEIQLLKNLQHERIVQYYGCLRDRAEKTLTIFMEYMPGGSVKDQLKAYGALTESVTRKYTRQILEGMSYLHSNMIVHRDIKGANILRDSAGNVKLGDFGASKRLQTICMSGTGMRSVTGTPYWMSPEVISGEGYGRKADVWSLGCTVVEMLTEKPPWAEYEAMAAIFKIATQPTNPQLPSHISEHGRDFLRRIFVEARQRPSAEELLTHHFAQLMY
# pCIP destab – lowers stability of the mouse p/CIP coactivator protein; Q05BA5; F442A p/CIP-EGFP cells, EGFP fluorescence, 16 h; decrease of EGFP signal, % at 10 µM; 290,000 tested, 0.01% active;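 active = EGFP signal decrease of at least 30% at 10 µM or well 3 SD below plate mean, unless failing retest; inactive = the rest, including hits failing retest or dose response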; also: some compounds called inactive have numbers as strong as hits; many of its hits are not listed in these tables
# NALP1 yeast inh – inhibitors of NALP1 inflammasome in yeast | S. cerevisiae NALP1/ASC/caspase-1 growth, X-gal OD620, 72 h | inhibition, % at 10 µM | 280,000 tested, 0.61% active | AID 2071; in the data active = inhibition mostly above about 24%, no sharp cut-off; inactive = mostly below about 32%; also: some compounds called inactive have numbers as strong as hits
# IDE cell activ – boosts human insulin-degrading enzyme activity in HEK cells. P14735. FAbeta-B cleavage, fluorescence polarization; 0% vehicle, 100% cell-free pure enzyme wells. activation, % at 5.96 µM. 340,000 tested, 0.073% active;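 active = activation above the mean of all tested compounds plus 3 SD, set per screening campaign, cut at about 17% in these data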
# MEKK2wt PB1 HTS – raises or lowers MEK5 binding to wildtype human MEKK2 PB1 domain. Q9Y2U5. bead flow cytometry, Alexa488-MEK5 binding to MEKK2 WT; actives lie on both sides. binding response (% of control), % at 10 µM. 290,000 tested, 1.1% active; in the data active = binding response below about 67% or above about 130%
# PfM18AAP inh – PfM18AAP enzyme inhibition. recombinant PfM18AAP, H-Glu-NHMec fluorogenic cleavage. inhibition, % at 7.35 µM. 290,000 tested, 1.2% active. AID 1822;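 active = inhibition above the campaign mean inhibition over all tested compounds plus 3 SD, cut at about 28% in these data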;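 also: 0% = plate median of test compound wells and 100% = 2 mM ZnCl2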
# MEKK2 mut-MEK5 – signal of MEK5 binding to mutant human MEKK2 PB1 domain | bead flow cytometry, Alexa488-MEK5 binding to MEKK2 mutant | percent response, % at 10 µM | 290,000 tested, 0.35% active | AID 1530; in the data active = percent response above about 24%, passing the limit was not always enough; also: inactives centre near 1; some results filed as inactive read as strong as hits; reference of the scale not given here
# SUMO HTRF inh – inhibitors of human SUMOylation (UBC9). 290,000 tested, 0.36% active. inhibition, % at 35 µM. P63279. HTRF SUMOylation assay, SAE1/SAE2 + UBC9, in vitro. AID 2006; in the data active = inhibition above about 50%, passing the limit was not always enough; also: strong numbers were not always called active
# Target sequence (P63279 whole entry, looked up): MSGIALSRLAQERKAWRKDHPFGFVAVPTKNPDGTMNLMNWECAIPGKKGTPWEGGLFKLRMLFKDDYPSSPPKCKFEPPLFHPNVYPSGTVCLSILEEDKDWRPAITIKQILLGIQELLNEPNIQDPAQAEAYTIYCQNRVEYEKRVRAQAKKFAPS
# The depositor's hits bear a star; x = not tested or not shown; & = joins results of further samples; [ ] = dose if it differs, or a comment. A portion of the library (hit frequency here may not be typical).
PfM18AAP inh	NALP1 yeast inh	structure	IDE cell activ	IDE inh	SUMO HTRF inh	MEKK2 mut-MEK5	MEKK2wt PB1 HTS	pCIP destab	MEKK3 PB1 HTS
-4	1	O=C(CNC1C(=O)Nc2ccccc21)Sc1ccccc1 (stereo not given)	2	4	-7	-20	3.0*[inhibitor]	-8	2.0*[inhibitor]
-3	12	CCOC(=O)C1CCN(c2nc(-c3ccc(C)cc3)nc3ccccc23)CC1	4	-3	-27	-1	101	7	102
-5	11	Cc1ccc(NC(=O)N2C3CCCC2CC(NC(=O)C2CC2)C3)cc1 (stereo not given)	2	5	-2	-3	102	0	100
4	9	CCOc1ccc(/C(O)=C2/C(=O)C(=O)N(c3cc(C)on3)C2c2ccc(C(=O)OC)cc2)cc1 (stereo not given)	3	1	10	-4	97	-1	97
-4	15	Cc1nn(C)c(C)c1/C=N/N=C1\CCC2C3CCc4cc(O)ccc4C3CCC12C (stereo not given)	2	6	-9	x	x	-8	x
-4	18	CCOC(=O)c1ccc2nc(CCC(=O)N[C@H](C(=O)OC)C(C)C)c(=O)n(CC)c2c1	-1	3	2	-6	93	19	101
0	12	CC[C@@H](C)[C@H](CN[C@H](CNC)C(C)C)NC[C@@H](C)c1ccc(CC(C)C)cc1	7	2	-23	22	185*	-5	111
-3	23	CCOC(=O)Cc1cc(=O)[nH]c(=O)[nH]1	-2	4	2	2	101	-5	99
1	8	O=C(Nc1cccc(Cl)c1)O/N=C\c1ccncc1	-2	-1	27	2	105	-9	106
-11	18	COc1cccc(CC(CC(=O)O)C(=O)Nc2cc(C)ccc2C)c1 (stereo not given)	-1	-2	14	13	107	-6	108
9	13	Cc1cccc(CSc2nnc(NC(=O)CSc3nnc(C)s3)s2)c1	2	-2	-6	7	108	-9	105
38*	23	COC(=O)/C=c1\sc2ncnn2c1=O	-1	-3	-13	2	102	0	98
-4	18	CCC(=O)N1CCc2cc(S(=O)(=O)CCC(=O)N(C)c3ccc(OC)cc3)ccc21	-1	6	7	2	101	0	102
-2	18	CCC(C(=O)NC1CCCC1)N(C(=O)Cn1nnc(-c2ccc(C)o2)n1)c1ccc(OC)c(OC)c1 (stereo not given)	-1	4	-9	-1	97	9	98
-4	15	CC(C)NC(=O)N1CCC(n2nccc2NC(=O)CCOc2ccccc2)CC1	1	-2	65	6	108	5	105
1	-6	O=C(CCCCCn1c(=S)[nH]c2ccccc2c1=O)N1CCOCC1	0	0	2	4	101	-5	104
4	13	CC(C)CCNC(=O)CCSCCC(=O)NCCC(C)C	5	0	-6	6	112	-8	111
-2	-25	CCn1c(SCC(=O)NCc2ccco2)nnc1-c1ccc(N)cc1	1	-2	-20	x	x	1	x
6	16	O=C(c1cc(-c2ccncc2)nc2ccccc12)N1CCN(c2ccccn2)CC1	0	0	15	-3	97	-9	97
-14	-24	O=C(/C=C/c1ccc(OCCCF)cc1)Nc1ccnc(-c2ccncc2)n1	3	12	28	-6	96	1	100
2	10	CCOc1ccccc1C(=O)Nc1ccc2nc3n(c(=O)c2c1)CCCCC3	-4	1	10	2	107	-6	103
-7	-6	CC(C)Oc1ccccc1C1CC(=O)Nc2cc3c(cc21)OCO3 (stereo not given)	1	1	-12	-2	100	-16	100
6	36	Cc1ccc(S(=O)(=O)N2CCOCC2)cc1NC(=O)CSc1nc2ccccc2c(=O)n1Cc1ccccc1	-3	1	-14	-4	92	1	89
2	0	Cc1oc(-c2cccc(Cl)c2)[n+]([O-])c1C	-3	-3	3	0	104	-2	101
5	0	CCCC(=O)Nc1cc(-c2nc3ncccc3o2)ccc1C	1	0	2	2	101	-3	92

# Record cards, from the list above. Order of values: PfM18AAP inh, NALP1 yeast inh, IDE cell activ, IDE inh, SUMO HTRF inh, MEKK2 mut-MEK5, MEKK2wt PB1 HTS, pCIP destab, MEKK3 PB1 HTS
# Results for O=C(/C=C/c1ccc(OCCCF)cc1)Nc1ccnc(-c2ccncc2)n1 = -14, -24, 3, 12, 28, -6, 96, 1, 100
# Results for CCC(=O)N1CCc2cc(S(=O)(=O)CCC(=O)N(C)c3ccc(OC)cc3)ccc21 = -4, 18, -1, 6, 7, 2, 101, 0, 102
# Results for COC(=O)/C=c1\sc2ncnn2c1=O = 38*, 23, -1, -3, -13, 2, 102, 0, 98
# Results for O=C(Nc1cccc(Cl)c1)O/N=C\c1ccncc1 = 1, 8, -2, -1, 27, 2, 105, -9, 106
# Results for Cc1oc(-c2cccc(Cl)c2)[n+]([O-])c1C = 2, 0, -3, -3, 3, 0, 104, -2, 101

# (continued)
PfM18AAP inh	NALP1 yeast inh	structure	IDE cell activ	IDE inh	SUMO HTRF inh	MEKK2 mut-MEK5	MEKK2wt PB1 HTS	pCIP destab	MEKK3 PB1 HTS
2	3	COc1cccc(/C=C/C(=O)OCC(=O)Nc2ccc(Cl)c(S(=O)(=O)N(C)C)c2)c1OC	4	1	-10	2	105	-13	102
3	0	COc1ccc(NC(=O)CC(c2ccccc2)c2ccco2)cc1 (stereo not given)	-1	0	10	4	102	0	84
0	-5	Cc1coc2cc3oc(=O)c(CCC(=O)NCC(=O)O)c(C)c3cc12	1	x	31	4	103	-6	101
1	14	CCOc1ccc(C(=O)N2CCc3cc(OC)c(OC)cc3C2)cc1OCC	1	9	12	-1	96	59	102
4	-2	NS(=O)(=O)c1ccc(CCNC(=O)c2ccc3ccccc3n2)cc1	0	3	0	5	-3.0*	4	99
6	4	COC(=O)C1C(O)=C(C=Nc2ccc3ccccc3c2)C(=O)CC1(C)C (stereo not given)	0	1	4	1	99	-16	98
2	29	COc1ccc(CCC(=O)Nc2sc(C(=O)N(C)C)c(C)c2C#N)cc1	3	x	2	2	102	9	100
2	-6	Cc1ccccc1NC(=O)CSC1=C(C#N)C(c2ccsc2)CC(=O)N1 (stereo not given)	2	8	5	6	109	0	105
-1	10	COc1ccc(Br)cc1/C=C/C(=O)NCC(=O)O	3	-2	16	1	99	-9	103
-1	20	CCC(C)C(NC(=O)c1ccccc1NC(=O)c1ccc(OC)cc1)C(=O)NCCCn1ccnc1 (stereo not given)	4	4	-3	-5	100	16	100
4	1	CC(C)N(C(=S)NC1CC2CCC1C2)c1ccccc1 (stereo not given)	-3	3	-4	-5	94	0	98
-8	40	COc1ccc2cnn(CCOc3cc(C)ccc3C(C)C)c(=O)c2c1OC	3	-7	-9	-2	98	-4	97
8	-4	COc1ccc(NC(=O)c2ccc3[nH]c(C)c(C)c3c2)cc1	0	x	-19	11	103	-18	108
0	1	Cc1cc(C)c2c(c1)/C(=N/Nc1ccc(S(N)(=O)=O)cc1[N+](=O)[O-])CCC2	5	4	16	-2	97	-4	99
-5	-9	CC(=O)C1=C(c2ccccc2)N(C(C)=O)n2c(C)nnc2S1	-7	1	-9	-1	95	-7	89
6	4	O=C(NNC(=O)c1ccccc1F)c1cccc(Cl)c1	-1	2	19	-1	102	-3	102
-5	9	O=C(CSCc1ccccc1)Nc1ccc(F)cc1F	-1	4	-14	-2	97	-18	101
-4	8	CC(Sc1ncc(C(F)(F)F)cc1Cl)C(=O)NCC1CCCO1 (stereo not given)	4	-1	3	-5	96	-12	97
3	-13	Cc1[nH]c2ccc(-c3nnc(SCC(=O)c4ccccc4F)o3)cc2c1C	-4	-3	12	-13	70	-17	74
-2	16	CCSc1nnc(N2C(=O)CC(c3ccsc3)C3=C2CC(C)(C)CC3=O)s1 (stereo not given)	-3	1	-3	-2	101	-16	101
-4	12	O=C(c1ccccc1)c1c(O)nc(-c2ccccc2)n(-c2ccccc2)c1=O	-1	4	3	-2	97	2	94
-5	-16	CCOC(=O)N1CCN(C(=O)c2oc(=O)c3ccccc3c2-c2ccc(C)cc2)CC1	-1	2	-2	-5	87	-21	84
4	-10	Cn1cc(Br)c(C(=O)NC2CCCCC2)n1	0	-1	2	-6	91	1	87
-8	7	Cc1cc(COc2ccccc2OCCN2CCN(C)CC2)no1	4	1	7	2	102	3	106
-2	12	CC(C)(C)[C@H]1C=C(C(=O)N2CCOCC2)O[C@@H](OCc2ccc(CO)cc2)C1	-1	1	2	-1	102	-4	97
2&7	6&-1	CC(C)CC(=O)Nc1ccc2ccccc2c1	6	1	15&3	5&0	99&97	-10&0	100&98
-2	-11	CCOc1ccc(C(=O)Nc2ncccc2Cl)cc1	-3	5	6	-7	89	-10	99
-9	-3	CN(C)CCCC(C)(O)C(Cc1ccccc1)c1ccccc1 (stereo not given)	2	0	17	-4	95	11	93
4	8	Cc1cc(NC(=O)COC(=O)CCS(=O)(=O)c2ccc(C)c(C)c2)no1	0	2	8	7	105	4	102
3	8	O=C(CCc1ccncc1)N1CCCC(Nc2ccc(F)cc2)C1 (stereo not given)	-2	2	6	9	109	-2	105
3	-14	COc1ccc(N2CCN(C(=O)CSc3nnc4ncccn34)CC2)cc1	6	1	7	2	104	-8	103
1	14	CCN1CCN(c2ccc(S(=O)(=O)N3CCOCC3)cc2NC(=O)CCOc2ccccc2)CC1	4	-2	16	4	107	-16	98
-10	6	O=C(N/N=C\c1ccccc1F)c1ccc(-c2ccccc2)cc1	-6	x	12	-3	98	-14	101
-10	-11	O=C(c1cnn2c(C(F)F)cc(-c3ccccc3)nc12)N1CCCc2ccccc21	2	12	-1	0	98	-9	102
4	2	O=C(COC(=O)C1=COCCO1)NCc1ccc(F)cc1	8	-1	1	11	110	1	111
9	2	CC(/C=C/c1ccccc1F)=N\NC(=O)c1ccccc1	4	-3	7	-7	100	-1	105
5	-3	CCOC(=O)N1CCN(C(=O)CCCCCn2c(=S)[nH]c3ccsc3c2=O)CC1	0	-1	-6	1	99	3	102
-3	12	Cc1ccc(CN2CCN(/N=C/c3cc(Br)ccc3O)CC2)cc1	10	-2	-24	10	123	11	108
5	14	C=CCn1c(SCC(=O)Nc2ccccc2)nc2scc(-c3cccs3)c2c1=O	8	-1	-12	3	103	-4	109
2	5	CCC(C)C(NC(N)=O)C(=O)Nc1ccc(S(=O)(=O)Nc2ccc(OC)cc2)cc1 (stereo not given)	5	-5	-5	-2	95	-8	102
-2	28*	COc1ccc(NC(=O)c2cc3cccc(OC)c3oc2=Nc2ccc(C(=O)O)cc2)cc1OC	2	x	2	-43	79	-12	85
1	26	O=C(c1cn(-c2ccccc2)nc1-c1ccc(F)cc1)N1CCCCC1	2	3	-18	-1	99	4	98
-10	10	O=C(c1cc(-c2ccncc2)nc2c(Cl)cccc12)N1CCN(c2ccccc2F)CC1	2	1	-2	-2	101	-9	98
-13	7	CN(C)CC[n+]1ccc(C(=O)c2ccccc2)cc1	-1	-3	16	2	105	3	101
8	-7	COc1ccc(Cn2c(=S)[nH]c3cc(C(=O)N4CCN(c5ccccc5)CC4)ccc3c2=O)cc1	1	-4	12	-1	100	-10	101
2	1	Cc1cc(C)nc(SC(C)CNS(=O)(=O)c2ccccc2)n1 (stereo not given)	4	4	10	3	95	-6	104
1	22	CCCSc1nc2c(c(=O)n1-c1ccc(OCC)cc1)SCC2	1	3	8	4	107	2	108
1	-5	O=C1CCC(/C=C/c2ccccc2)=NN1Cc1ccc(Cl)c(Cl)c1	4	0	-9	-8	92	2	89
19	9	Oc1ccc(Nc2nc(-c3cccnc3)cs2)cc1	0	3	-4	2	102	4	100
1	6	O=C(Nc1cccnc1)c1cc(-c2cccc(Cl)c2)on1	1	4	30	8	106	-3	102
-10	0	COc1ccc2nc(SCC(=O)/C(C#N)=C(\C)N)[nH]c2c1	8	-7	-11	13	101	3	100
1	x	Cc1c(/C(O)=C2\C(=O)C(=O)N(CCN(C)C)C2c2ccccc2)cnn1-c1ccccc1 (stereo not given)	7	0	23	3	99	-9	97
2	8	O=C(CCNS(=O)(=O)c1ccccc1)N1CCN(c2ccccc2)CC1	7	-1	2	-2	102	3	106
